# Screening results: PubChem, National Center for Advancing Translational Sciences (NCATS)
# EPAC1 antag – EPAC1 (human) antagonism; EPAC1 GEF assay, Rap1b-BODIPY-GDP exchange fluorescence; 360,000 tested, 0.14% active; AID 720709; O95398; Potency, µM (series often up to 115 µM), without a hit: at the top dose activity change, negative = inhibition, hits mostly inhibitors;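 further: potency means the concentration at half of the fitted maximal effect; plate controls were vehicle for no effect and positive control for full effect; nearly all actives have a fitted effect of over 50% in size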
# PI5P4Ka inh – inhibitors of human PI5P4K alpha. P48426. PI5P4Kalpha enzyme, ADP-Glo luminescence, 60 min; active compounds read low. max response, %. 330,000 tested, 1.2% active. AID 652105; active means max response of -50% or lower; inconclusive means between -30% and -50%; inactive means -30% or higher; further: value at the top dose of about 77 µM; on the % scale 0 is the no-effect control and ±100 the full control effect
# Target sequence (P48426 whole entry, looked up): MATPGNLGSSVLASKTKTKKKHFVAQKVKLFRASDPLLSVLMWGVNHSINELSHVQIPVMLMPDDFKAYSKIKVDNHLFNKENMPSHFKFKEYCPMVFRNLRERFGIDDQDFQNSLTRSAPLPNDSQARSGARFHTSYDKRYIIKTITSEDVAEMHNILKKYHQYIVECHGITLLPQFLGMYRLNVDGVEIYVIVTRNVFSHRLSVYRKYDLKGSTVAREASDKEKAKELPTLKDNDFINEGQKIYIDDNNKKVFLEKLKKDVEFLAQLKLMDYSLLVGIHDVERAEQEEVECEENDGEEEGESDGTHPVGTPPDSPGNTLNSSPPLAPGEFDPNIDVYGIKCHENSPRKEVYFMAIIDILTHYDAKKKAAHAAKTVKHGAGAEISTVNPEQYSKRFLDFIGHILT
#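 Quantitative HTS of the MLSMR library against PI5P4Kalpha with substrate. ATP added last at 5 microM final; room temperature, 60 minutes. Remaining ATP depleted, ADP converted and read as luminescence.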
# CCT chaperon mod – modulators of cytosolic chaperonin (CCT/TRiC) activity | 360,000 tested, 0.3% active | AID 651819 | purified chaperonin ATPase assay, HTRF ADP detection, 30 min | activity change, % (test concentration not listed), hits read low; in the data active means activity change below about -30%; further: on the % scale 0 is the no-effect control and ±100 the full control effect
#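 First, chaperonin was dispensed at 40 nM or 20 nM final depending on batch activity. Next, compounds were pinned at 76 uM and ATP added at 10 uM. After 30 min at 37 °C, ADP detection reagents ran 30 min at ambient temperature.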
# EPAC2 antagonist – EPAC2 (human) antagonism; Q8WZA2; EPAC2 GEF exchange of Rap1B-BODIPY-GDP, fluorescence; Potency, µM (series often up to 114 µM), without a hit: top-dose activity, negative = inhibition, most hits filed as inhibitors; 360,000 tested, 0.18% active; further: potency means the concentration at half of the fitted maximal effect; on the % scale 0 is the no-effect control and ±100 the full control effect; nearly all actives have a fitted effect of over 45% in size; many of its hits are not listed in these tables
# PLK1 PBD block – inhibitors of human PLK1 polo-box domain binding | P53350 | Potency, µM, for the others: max response, negative = inhibition, actives largely listed as inhibitors | 360,000 tested, 2.8% active | AID 720504 | Plk1 PBD binding of FITC phosphopeptide, fluorescence polarization; further: potency means the concentration at half of the fitted maximal effect; series mostly up to about 57 µM; on the % scale 0 is the no-effect control and ±100 the full control effect; nearly all actives have a fitted effect of over 65% in size
# Target sequence (P53350 whole entry, looked up, the tested form may be a part): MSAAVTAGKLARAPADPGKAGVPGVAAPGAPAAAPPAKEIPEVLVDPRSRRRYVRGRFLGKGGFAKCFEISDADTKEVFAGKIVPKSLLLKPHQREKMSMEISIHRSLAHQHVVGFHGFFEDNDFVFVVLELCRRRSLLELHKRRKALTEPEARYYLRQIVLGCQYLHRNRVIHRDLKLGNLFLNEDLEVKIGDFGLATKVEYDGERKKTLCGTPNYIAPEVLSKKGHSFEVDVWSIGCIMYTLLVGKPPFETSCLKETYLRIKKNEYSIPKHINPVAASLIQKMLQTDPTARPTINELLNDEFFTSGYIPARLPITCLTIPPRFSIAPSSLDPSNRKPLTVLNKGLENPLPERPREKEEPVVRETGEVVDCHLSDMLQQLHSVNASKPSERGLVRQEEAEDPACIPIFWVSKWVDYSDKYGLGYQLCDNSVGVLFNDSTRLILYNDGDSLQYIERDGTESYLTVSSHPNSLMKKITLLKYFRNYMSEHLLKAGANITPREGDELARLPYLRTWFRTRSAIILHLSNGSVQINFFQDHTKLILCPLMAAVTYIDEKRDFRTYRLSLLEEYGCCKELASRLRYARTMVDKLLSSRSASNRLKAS
# WRN inhibitor – WRN helicase (human) inhibition; Q14191; WRN helicase unwinding, fluorescent forked duplex, kinetic; Potency, µM (highest dose often 114 µM), for the others: at the highest dose activity change, negative = inhibition, most hits filed as inhibitors; 360,000 tested, 0.46% active; further: potency means the concentration at half of the fitted maximal effect; on the % scale 0 is the no-effect control and ±100 the full control effect; nearly all actives have a fitted effect of over 55% in size
#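 Kinetic red-fluorescence monitoring (525/598 nm) tracks WRN helicase activity after 100 nM fluorophore-quencher forked duplex and 2 mM ATP are added to 20 nM enzyme pretreated 15 min at room temperature with compound.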
# EPAC1 ag – EPAC1 (human) agonism | O95398 | EPAC1 agonist qHTS, biochemical assay; response scale: 100% = response to 6.5 mM cAMP | Potency, µM (top dose mostly 154 µM), without a hit: top-dose activation, most hits filed as activators | 360,000 tested, 0.073% active | AID 720707; further: potency means the concentration at half of the fitted maximal effect; nearly all actives have a fitted effect of over 60% in size
#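 Normalized to 6.5 mM cAMP, activity reflects EPAC1-catalysed release of BODIPY-GDP from Rap1B, followed kinetically over 30 min at 480 nm excitation, 540 nm emission. Reaction contained 100 nM EPAC1, 250 nM Rap1B-BODIPY-GDP, 50 uM GDP.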
# MmCpn inh – M. maripaludis TRiC chaperonin inhibition | purified Mm-Cpn ATPase, ADP Transcreener TR-FRET | Potency, µM (doses to about 76.9 µM), for the others: at the highest dose activity, negative = inhibition, usual class: inhibitors | 330,000 tested, 0.031% active | AID 504842; further: potency means the concentration at half of the fitted maximal effect; on the % scale 0 is the no-effect control and ±100 the full control effect; nearly all actives have a fitted effect of over 80% in size
#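 25 nM Mm-CPN + cpd, 10 min 37°C; + 10 uM ATP, 30 min 37°C; buffer 30 mM Tris pH 7.4, 100 mM KCl, 5 mM MgCl2, 1 mM DTT; Transcreener ADP HTRF detection 30 min RT.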
# * hit, by the source's call; u = inconclusive; x = no result given; [ ] = remark or other dose. Unless noted, the call rests on the fitted dose curve; in most records, active means well fitted curve in the direction sought with a large enough effect; inconclusive means small, poorly fitted or top-dose-only effect, or another doubt; inactive means no such curve, though single readings can be large; an effect the other way counts as inactive or inconclusive.
SMILES,EPAC1 antag,PI5P4Ka inh,CCT chaperon mod,EPAC2 antagonist,PLK1 PBD block,WRN inhibitor,EPAC1 ag,MmCpn inh
Cn1c(=O)c(-c2ccccc2[N+](=O)[O-])c(Cl)c2ccccc21,-3%,-2,-2.4,12%,-14%,-24%,-3%,-5%
C/C(=N\OC(=O)c1c(-c2ccccc2Cl)noc1C)c1nccs1,-2%,1,0.0,9%,-4%,13%,-3%,2%
CC(=O)Nc1ccc(S(=O)(=O)N2CCN(Cc3cccs3)CC2)cc1,25%,0,-0.4,0%,4%,-6%,11%,0%
NC(=O)CSc1nc(-c2ccccc2Cl)ns1,-1%,x,1.2,0%,4%,-2%,5%,1%
CCSc1nnc(NC(=O)C2(C)Cc3ccccc3C(=O)O2)s1 (stereo not drawn),-7%,x,-0.5,-3%,-11%,-5%,-1%,3%
CCOC(=O)c1ccc(-c2ccc(/C=C(\C#N)C(=O)NCc3cccs3)o2)cc1,4%,-12,-0.9,1%,-2%,-1%,11%,0%
COc1ccc2c(c1)c1c(c(=O)n(-c3ccc(C)cc3)c(=O)n1CC(=O)NCC1CCCO1)n2C (stereo not drawn),-1%,2,1.4,-1%,0%,1%,-19%,x
Cn1nc(OCCOc2ccccc2)ccc1=O,17%,1,0.6,1%[57.1 µM],2%,2%,-2%,-3%
O=c1nc2sc3ccccc3n2c(=O)n1-c1ccc(Cl)cc1,-2%,-2,-11,2%,-2%,3%,4%,-4%[15.4 µM]
Cc1cc(NC(=O)c2cccc(S(=O)(=O)N3CCOCC3)c2)c2ccccc2n1,10%,11,4.1,11%,-8%,-15%,-2%,-2%
Cc1nc(-c2cccc(NC(=O)c3ccco3)c2)cs1,-23%,0,0.1,-1%,-5%,2%,-13%,2%
CCOC(=O)C(NC(=O)Nc1ccc(F)cc1)(OCC)C(F)(F)F (stereo not drawn),-15%,11,1.3,-1%,0%,-16%,0%,0%

# Next part, overlapping the part above by 2 compounds.
SMILES,EPAC1 antag,PI5P4Ka inh,CCT chaperon mod,EPAC2 antagonist,PLK1 PBD block,WRN inhibitor,EPAC1 ag,MmCpn inh
Cc1nc(-c2cccc(NC(=O)c3ccco3)c2)cs1,-23%,0,0.1,-1%,-5%,2%,-13%,2%
CCOC(=O)C(NC(=O)Nc1ccc(F)cc1)(OCC)C(F)(F)F (stereo not drawn),-15%,11,1.3,-1%,0%,-16%,0%,0%
CCC1CN(C(=O)N2CCC(C(=O)NCc3ccc(C)o3)CC2)c2ccccc2O1 (stereo not drawn),-14%,-8,-0.4,3%,-15%,14%,4%,2%
C=C(C)CNC(=S)N/N=C(\C)c1ccc(-n2ccnc2)cc1,-10%,-1,-0.4,-6%,-6%,u,4%,0%
CCOc1ccc(CNC(=O)CN2C(=O)CSc3ccc(S(=O)(=O)N4CCOCC4)cc32)cc1,-1%,-4,-1.1,7%,7%,3%,-7%,x
CCC(C)(C)n1nnnc1C(C(C)C)N1CCN(C(=O)c2ccco2)CC1 (stereo not drawn),12%,4,-1.0,3%,-3%,6%,2%,1%
COc1ccc(CCNC(=O)CSCc2c(F)cccc2Cl)cc1OC,-15%,-1,1.3,u,-1%,-9%[57.1 µM],-2%,2%
O=S(=O)(c1ccc2c(c1)CCCN2)N1CCCCC1,-7%,-1,-1.9,2%,-4%,1%,-10%,1%
c1ccc(C2=Nn3c(nnc3-c3cccs3)SC2)cc1,8%,4,-1.5,2%,-2%,-9%,1%,0%
O=C(CN1C(=O)CSCC1=O)Nc1ccc2c(c1)OCO2,15%,u,-3.0,6%,-4%,-2%,2%,-1%
CC1CCCN(S(=O)(=O)c2ccc(C(=O)Nc3sc4c(c3C(N)=O)CCN(C)C4)cc2)C1 (stereo not drawn),-23%,-5,-2.7,-1%,-13%,6%,4%,0%
CSc1n[nH]c(NC2=CC(=O)CCC2)n1,-1%,x,-1.5,-6%,-6%,1%,7%,0%
CCC(C)(C)NC(=O)C(c1ccc(F)cc1)N(Cc1ccco1)C(=O)CCC(=O)Nc1ccccn1 (stereo not drawn),-16%,4,-12,-7%,-7%,7%,1%,1%
COc1ccc(OCCOCCN2CCOCC2)cc1,-4%,x,-2.5,6%,-6%,-2%,9%,1%

# Copied from the list:
# Under EPAC1 ag, `C=C(C)CNC(=S)N/N=C(\C)c1ccc(-n2ccnc2)cc1` reads 4%
# Under EPAC2 antagonist, `CCC1CN(C(=O)N2CCC(C(=O)NCc3ccc(C)o3)CC2)c2ccccc2O1` (stereo not drawn) reads 3%
# Under EPAC1 antag, `O=C(CN1C(=O)CSCC1=O)Nc1ccc2c(c1)OCO2` reads 15%
# Under EPAC1 antag, `COc1ccc(CCNC(=O)CSCc2c(F)cccc2Cl)cc1OC` reads -15%

# New compounds follow:
SMILES,EPAC1 antag,PI5P4Ka inh,CCT chaperon mod,EPAC2 antagonist,PLK1 PBD block,WRN inhibitor,EPAC1 ag,MmCpn inh
Cc1noc(C)c1COc1ccc(C(=O)OC(C)C(=O)Nc2ccc(N3CCOCC3)cc2)cc1 (stereo not drawn),-5%,0,0.2,-5%,2%,-1%[57.1 µM],2%,1%
O=C(Nc1ccc(Cl)cc1)Nc1cccc(C(=O)O)c1,-9%,4,-1.4,0%,-2%,-3%,5%,-1%
Cc1ccccc1NC(=O)Cc1nc(COC(=O)CCC(=O)c2ccccc2)cs1,7%,0,-1.1,-6%,-3%,-4%,5%,-3%
COc1cc(/C=C2\SC(=S)N(NS(=O)(=O)c3ccc(C)cc3)C2=O)cc(OC)c1OC,79µM*,-17,0.6,50µM*,u,-30%,-1%,1%
OCCCNc1ncnc2c1ncn2[C@H]1CN(Cc2ccncc2)C[C@@H](CO)O1,2%,7,1.2,-5%,9%,1%[57.1 µM],-10%,x
O=C(CN1CCOCC1)N/N=C/c1c(O)ccc2ccccc12,-11%,0,-3.1,1%,-4%,-15%,-10%,-17%
CCN(CC)C(=O)N1CCC(NC(=O)Cc2ccccc2)CC1,-6%,0,-0.5,-3%,-8%,11%,2%,0%
CC(C)C[C@@H](COc1ccccc1)N1CCN(Cc2ccccc2)CCC1=O,6%,-6,-2.1,u,3%,6%,3%,2%
CC(C)NC(=O)N(C)C[C@H]1Oc2ccc(NC(=O)Nc3ccccc3)cc2C(=O)N([C@@H](C)CO)C[C@@H]1C,-24%,2,-8.3,-2%,-8%,9%,-16%,4%
CCCCCn1c(=S)[nH]c2cc(C(=O)N3CCN(C(=O)OCC)CC3)ccc2c1=O,7%,5,1.1,-3%,-4%,-3%,10%,1%
CCOC(=O)Cc1nn(Cc2nc(-c3ccc(C#N)cc3)cs2)c(=O)c2ccccc12,-5%,0,-1.8,9%,-6%,1%,4%,-5%
COC(=O)c1cccc(N(C(=O)c2cnccn2)C(C(=O)NC2CCCCC2)c2cn(C)nc2C)c1 (stereo not drawn),22%,x,-0.4,17%,-10%,-13%,-1%,-2%
CC1(C)CN(c2ccc(C(=O)c3ccccc3)cc2)C1=O,14%,4,0.5,6%,1%,10%,-6%,0%
O=C(NCCCN1CCOCC1)C(=O)NCc1ccc(Cl)cc1,-4%,-7,-3.2,6%,-6%,2%,4%,0%
NS(=O)(=O)c1ccc(-c2ccc(C=O)o2)cc1,-3%,-5,0.9,1%,-4%,4%[57.1 µM],1%,-2%
CCNC(=O)NC(=O)COC(=O)c1cccc(S(=O)(=O)N2CC3(C)CC2CC(C)(C)C3)c1 (stereo not drawn),-27%,5,-0.4,-14%,5%,-19%,-7%,-2%
Cc1ccccc1NC(=O)CN1C(=O)C2C3CC(C(Br)C3Br)C2C1=O (stereo not drawn),-29%,-22,1.1,2%,4.7µM*,-31%,-7%,1%
COc1cc(Cl)c(NS(=O)(=O)c2cc3[nH]c(=O)c(=O)[nH]c3cc2C)c(OC)c1,2%,-4,0.9,-9%,-9%,-14%,2%,2%
CC(Cc1ccsc1)NC(=O)CCc1nnc(COc2ccccc2)o1 (stereo not drawn),3%,2,-0.3,3%,0%,-2%,5%,0%
O=C(c1ccc2c(c1)OCO2)C1CCCN(Cc2cn[nH]c2-c2ccccc2)C1 (stereo not drawn),24%,4,1.5,0%,3%,1%,4%,2%
CCOC(=O)c1c[nH]c2c(C)ccc(Cl)c2c1=O,-13%,-24,-3.2,7%,19µM*,-22%,0%,-1%
O=C(CNC(=O)N1CC(=O)Nc2ccccc21)Nc1cc(Cl)ccc1Cl,-17%,0,-0.8,2%,4%,1%[11.6 µM],-19%,0%
O=C(O)c1cc(-c2ccccc2)c(N2CCOCC2)s1,9%,3,3.3,22%,-20%,-9%,-4%,0%
O=C(Nc1ccccn1)C1CCN(C(=O)c2ccc(F)cc2)CC1,5%,-6,-1.4,8%,-11%,-31%,-7%,1%
COc1ccccc1CNn1c(-c2cccc(C)c2)nc2ccccc2c1=O,-1%,x,-9.3,-8%,-3%,-16%,20%,1%
O=c1c2cc(NC(=S)NC3CC3)ccc2nc2n1CCCCC2,-20%,-9,-0.7,-6%,-21%,-7%,10%,1%
COc1ccc(C(=O)Nc2ccc(Cl)cc2C(=O)NCCN2CCOCC2)cc1,-24%,1,-1.3,-2%,-2%,-1%,0%,-3%
C=C1C(C(=O)N2CCOCC2)C1C(=O)N1CCOCC1 (stereo not drawn),10%,x,-1.7,15%,-4%,5%,-8%,1%
COc1ccc([C@H]2/C=C\CN(C(=O)c3ccc(C)cc3)[C@@H](C)C(=O)N2Cc2ccc(F)cc2)cc1,-4%,6,0.3,-7%,-2%,-7%,2%,x
COc1ccccc1NC(=O)CS(=O)(=O)c1cn(CC(=O)N(C(C)C)C(C)C)c2ccccc12,22%,-1,0.4,30%,2%,6%,-47%[inhibitor],x

# Molecules listed so far that contain a COOH group:
SMILES,EPAC1 antag,PI5P4Ka inh,CCT chaperon mod,EPAC2 antagonist,PLK1 PBD block,WRN inhibitor,EPAC1 ag,MmCpn inh
O=C(Nc1ccc(Cl)cc1)Nc1cccc(C(=O)O)c1,-9%,4,-1.4,0%,-2%,-3%,5%,-1%
O=C(O)c1cc(-c2ccccc2)c(N2CCOCC2)s1,9%,3,3.3,22%,-20%,-9%,-4%,0%

# Some of the compounds tested. The share of hits here may be higher or lower than overall.
